From PubChem
LYP inh 2 = LYP (human) phosphatase inhibition. recombinant LYP catalytic domain, DiFMUP fluorescence. inhibition, % at 2 µM. hit rate 0.21% among 96,000;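 active = inhibition at 2 µM at or above a set limit, the screen mean plus 3 SD, cut at about 24% in these data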;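 note: 0% = DMSO with enzyme and 100% = enzyme fully blocked by orthovanadate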
Target sequence (Q9Y2R2 whole entry, looked up, the tested form may be a part): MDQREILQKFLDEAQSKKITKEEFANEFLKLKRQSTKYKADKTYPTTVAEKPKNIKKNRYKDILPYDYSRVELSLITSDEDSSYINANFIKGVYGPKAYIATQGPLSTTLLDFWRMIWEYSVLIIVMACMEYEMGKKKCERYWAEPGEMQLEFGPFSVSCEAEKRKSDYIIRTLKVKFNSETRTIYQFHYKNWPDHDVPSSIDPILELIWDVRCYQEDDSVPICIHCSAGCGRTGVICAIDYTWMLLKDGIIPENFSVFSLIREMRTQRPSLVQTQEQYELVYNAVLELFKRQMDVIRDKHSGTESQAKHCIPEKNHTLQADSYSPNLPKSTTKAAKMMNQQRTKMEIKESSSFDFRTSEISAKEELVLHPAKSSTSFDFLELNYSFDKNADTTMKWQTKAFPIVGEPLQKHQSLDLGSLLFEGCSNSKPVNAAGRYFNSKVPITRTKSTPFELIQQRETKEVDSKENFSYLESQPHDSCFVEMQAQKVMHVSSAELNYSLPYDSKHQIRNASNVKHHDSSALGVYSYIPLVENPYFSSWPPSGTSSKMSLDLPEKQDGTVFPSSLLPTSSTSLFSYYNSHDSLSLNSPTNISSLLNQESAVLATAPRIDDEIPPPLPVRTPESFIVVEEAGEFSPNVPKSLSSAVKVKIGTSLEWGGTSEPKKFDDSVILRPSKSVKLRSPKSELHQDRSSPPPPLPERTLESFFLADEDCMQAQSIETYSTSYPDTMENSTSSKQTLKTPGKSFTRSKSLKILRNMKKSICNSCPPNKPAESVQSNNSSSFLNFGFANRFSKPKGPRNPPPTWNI
PLK1 inh = blocks human PLK1 kinase activity; AID 619; recombinant PLK1 kinase, TR-FRET peptide phosphorylation; P53350; inhibition, % at 10 µM; hit rate 0.53% among 97,000;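 active = inhibition of 50% or more in the single-concentration screen; inactive = inhibition below 50%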;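 note: 0% = DMSO max control and 100% = H-89 dihydrochloride min control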
LYP act = activators of human LYP (PTPN22) phosphatase; hit rate 0.11% among 96,000; recombinant LYP, DiFMUP fluorescence; 0 = plate median, 100 = signal doubled; activation, % at 2 µM; Q9Y2R2;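 active = activation at 2 µM above a set limit, the mean plus 5 SD, cut at about 37% in these data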
CYP2C9 act = activators of human CYP2C9; P11712; recombinant CYP2C9, luciferin-H conversion, luminescence; hits give high values; factor 1 = untreated enzyme, 0 = blocked; activation factor at 5 µM; hit rate 1.4% among 96,000;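 active = activation factor of 2 or more for CYP2C9 at a 5 µM dose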;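 note: 0 = sulfaphenazole-blocked wells and 1 = vehicle-only wells; values of inactives mirror those of a sister screen read the other way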
EphB4 ephrin blk = blocks human EphB4 binding to ephrin-B2 | hit rate 0.15% among 97,000 | inhibition, % at 7 µM | P54760 | EphB4 LBD / TNYL-RAW-Alexa532 peptide, fluorescence polarization;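 active = inhibition above the screen-wide mean inhibition plus 3 SD, cut at about 15% in these data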;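 note: 0% = DMSO wells and 100% = excess unlabeled TNYL-RAW peptide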
Rev-RRE block = disrupts HIV-1 Rev binding to RRE RNA. AID 704. hit rate 0.79% among 97,000. Rev peptide-RRE RNA binding, FRET. inhibition, % at 8 µM;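 active = inhibition above the screen-wide mean plus 3 SD, cut at about 35% in these data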;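 note: 0% = median DMSO wells and 100% = median Neomycin B control wells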
Target sequence (P05866 whole entry, looked up): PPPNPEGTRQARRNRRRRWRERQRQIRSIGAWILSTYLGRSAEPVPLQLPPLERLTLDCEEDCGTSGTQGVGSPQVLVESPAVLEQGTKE
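Test system: Cy5-tagged RRE RNA duplex with fluorescein-tagged Rev peptide | Read-out: % inhibition of FRET ratio versus controls | Probe or stimulus: Labelled Rev peptide | Incubation: 5 min RNA-compound premix plus 15 min binding step, 25 °C | Technique: FRET fluorescence readout | Benchmarks: DMSO low control, neomycin B high control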
PLK1 PBD inh = inhibitors of human Plk1 polo box domain binding; hit rate 0.13% among 97,000; inhibition, %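 (tested at about 20 µM)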; Plk1 PBD phosphopeptide binding, fluorescence polarization; P53350; in the data active = inhibition above about 34%, passing the limit was not always enough
CYP2C9 inh = inhibitors of human CYP2C9 | P11712 | CYP2C9 Supersomes, luciferin-H conversion, luminescence | inhibition, % at 5 µM | hit rate 20% among 96,000 | AID 777;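 active = blocking of liver enzyme CYP2C9 beyond about 50% at 5 µM, limit read from the data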; note: values of inactives mirror those of a sister screen read the other way
Candida biofilm = kills Candida albicans biofilms. AID 834. C. albicans biofilm + clotrimazole, Alamar Blue. hit rate 0.14% among 85,000. inhibition, % at 6 µM;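 active = inhibition above 20%; inactive = inhibition below 20%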;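 note: preformed 24 hr biofilms exposed to compound for 48 hr; 0% = biofilm without compound and 100% = blank killed by clotrimazole plus chlorhexidine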
* hit, by the source's call; . = no result given.

nr	SMILES	LYP inh 2	PLK1 inh	LYP act	CYP2C9 act	EphB4 ephrin blk
1	CCc1[nH]c(C)c(C(C)=O)c1C	-8	-10	7	1.1	-6
2	O=C(CSc1ncn[nH]1)Nc1nc(-c2ccccc2)cs1	12	-2	-11	0.7	6
3	Cc1cccc2sc(NC(=O)CSc3nc4ccccc4o3)nc12	-1	-2	-2	1	2
4	COc1ccc(CCNC(=O)C2CCCN2C(=O)NC2CCCCC2)cc1OC (stereo not drawn)	-3	-7	2	0.9	-9
5	CCN(CC)c1nc2n(c(=O)n1)CCO2	4	1	-4	1.1	4
6	Cc1ccc(SCc2cc(=O)[nH]c(N3CCN(Cc4ccccc4)CC3)n2)cc1	11	3	-8	0.6	4
7	Cc1ccccc1C(=O)N1CCc2ccccc2C1	2	-14	-4	0.8	-1
8	CC(C)OCCCNC(=O)C1CC(=O)N(C2CCCCCCC2)C1 (stereo not drawn)	-13	11	11	1	-7
9	COc1ccc(/C=N/NC(=O)c2cccc([N+](=O)[O-])c2)cc1OS(=O)(=O)c1ccccc1	12	-5	-11	0.9	1
10	Cc1c(Cl)cccc1NC(=O)CSc1ncnc2c1cnn2CCc1ccccc1	6	-7	-7	0.1	4
11	c1ccc(CNc2cnccn2)cc1	3	-1	1	.	-2
12	CN(C)CCNC(=O)CCCNC(=O)Cn1cnc2sc3c(c2c1=O)CCCC3	5	-3	-4	1.1	-1

nr	Rev-RRE block	PLK1 PBD inh	CYP2C9 inh	Candida biofilm
1	3	20	-7	9
2	9	-16	32	-1
3	8	11	4	52*
4	3	25	6	8
5	10	4	-9	3
6	-2	11	44	7
7	-4	29	16	14
8	-3	-3	-4	5
9	8	10	10	.
10	7	-3	89*	.
11	12	-1	.	.
12	4	14	-14	5

(cont.)
nr	SMILES	LYP inh 2	PLK1 inh	LYP act	CYP2C9 act	EphB4 ephrin blk
13	CCOC(=O)C1CCN(S(=O)(=O)c2ccc3c4c(cccc24)C(=O)N3)CC1	-14	-5	11	0.6	-3
14	CCOC(=O)c1c(CNCCN(CC)CC)n(C)c2cc(Br)c(OC)cc12	2	-7	0	1.4	-1
15	O=C(Nc1ccccc1)/C(=C\c1ccc2c(c1)OCO2)NC(=O)c1ccco1	-9	-8	12	.	-8
16	COc1ccc(-n2nc3c(c2NC(=O)Cc2cccc(C)c2)CS(=O)C3)cc1 (stereo not drawn)	3	-14	-4	1	-9
17	CCOC(=O)N1CCN(C(=O)CSc2nnc(COc3ccccc3)o2)CC1	-2	-6	1	0.9	-2
18	O=C(Nc1nnc(CCN2CCCCC2)s1)C1CCCCC1	-6	-7	5	1	4
19	CCOC(=O)c1sc(N(C)C)nc1-c1ccccc1	-10	-16	9	.	1
20	CCC(C)C(NC(=O)c1ccccc1NC(=O)c1ccc(OC)cc1)C(=O)NCc1ccco1 (stereo not drawn)	6	-11	-7	0.1	3
21	O=C(Nc1ccc(Cl)cc1)N[C@@H]1c2c(ccc3ccccc23)OC[C@@H]1CO	.	-6	.	0.6	1
22	NS(=O)(=O)c1ccc(NC(=O)CSc2nnc(Cc3cccs3)n2-c2ccccc2)cc1	8	-13	-6	0.9	6
23	CCCc1[nH]n(-c2ccc([N+](=O)[O-])cc2)c(=O)c1C=NCCc1c[nH]c2ccccc12	14	-7	-9	1	-4
24	OC12CCCCC1C(c1ccc3c(c1)OCO3)N(Cc1ccc(F)cc1)CC2 (stereo not drawn)	6	0	-7	0.5	4

nr	Rev-RRE block	PLK1 PBD inh	CYP2C9 inh	Candida biofilm
13	-3	4	39	0
14	8	7	-35	5
15	0	25	.	.
16	0	1	-2	2
17	3	-19	10	8
18	11	6	5	1
19	1	8	.	8
20	-2	20	89*	-4
21	6	-5	43	.
22	5	11	5	-2
23	-6	2	-2	.
24	8	16	45	6

2 entries from above, bar-delimited.
nr | Compound | LYP inh 2 | PLK1 inh | LYP act | CYP2C9 act | EphB4 ephrin blk | Rev-RRE block | PLK1 PBD inh | CYP2C9 inh | Candida biofilm
18 | O=C(Nc1nnc(CCN2CCCCC2)s1)C1CCCCC1 | -6 | -7 | 5 | 1 | 4 | 11 | 6 | 5 | 1
19 | CCOC(=O)c1sc(N(C)C)nc1-c1ccccc1 | -10 | -16 | 9 | . | 1 | 1 | 8 | . | 8

Further results follow.
nr	SMILES	LYP inh 2	PLK1 inh	LYP act	CYP2C9 act	EphB4 ephrin blk
25	CCOC(=O)c1ccc(N2C(=O)CC(N(C)Cc3ccccc3)C2=O)cc1 (stereo not drawn)	1	-4	-2	1.1	4
26	Clc1ccc(CSc2nnc(Cn3cnc4ccccc43)o2)cc1	5	-5	-5	0.3	0
27	CN(C)S(=O)(=O)c1ccc(NC(=O)c2cc3ccccc3o2)cc1	-5	-13	2	1	0
28	CCN1C(=O)c2ccccc2S(=O)(=O)c2ccc(C(=O)NCc3cccnc3)cc21	11	-13	-12	0	-6
29	Cc1cc(Nc2ccc3c(c2)OCCO3)n2ncnc2n1	-9	5	6	0.6	2
30	CCOC(=O)c1cnn(CCOC(=O)C(C)(C)C)c1NC(=O)C(C)(C)C	-6	-1	4	1.2	0
31	CC(C)OC(=O)Cn1nnc2c(cnn2-c2ccccc2)c1=O	-10	-11	10	.	-6
32	CN1/C(=C\P(=O)(N(C)C)N(C)C)C(C)(C)c2ccccc21	3	3	-4	1	-4
33	CCCCNC(=O)Nc1cc(C(F)(F)F)c[nH]c1=O	-1	9	-1	0.9	7
34	CC12CCC(C(=O)Nc3ccc(SC(F)F)cc3)(CC1=O)C2(C)C (stereo not drawn)	6	-4	-3	0.8	-1
35	CC(=O)c1cccc(NC(=O)c2cccc(S(=O)(=O)N(C)C)c2)c1	10	-4	-9	1	3
36	CCn1nc(C(=O)OCC(=O)c2cc(C)n(Cc3cccs3)c2C)c2ccccc2c1=O	24*	-15	-19	0.6	7

nr	Rev-RRE block	PLK1 PBD inh	CYP2C9 inh	Candida biofilm
25	10	24	-10	-6
26	7	23	67*	3
27	7	-12	3	.
28	6	-13	98*	-1
29	7	-15	42	.
30	6	-7	-16	-5
31	5	-5	.	8
32	8	3	4	4
33	4	-11	8	-4
34	11	-9	24	.
35	0	-2	-2	6
36	-1	23	40	-7

Other entries follow:
nr	SMILES	LYP inh 2	PLK1 inh	LYP act	CYP2C9 act	EphB4 ephrin blk
37	CC1CCc2c(sc(N)c2C(N)=O)C1 (stereo not drawn)	9	10	-5	1	7
38	CC1CCN(c2ccccc2NC(=S)NC(=O)c2cccs2)CC1	-2	-4	4	0.8	1
39	COc1ccc(-c2nnc(SCC(=O)NCc3cccs3)n2CC(C)C)cc1	-3	-8	3	0.3	-3
40	NC(=O)C1CCN(Cc2nc3cc(Cl)ccc3c(=O)[nH]2)CC1	-13	46	15	0.9	-2
41	COc1ccc(S(=O)(=O)Nc2cc(C)c(O)cc2C(C)C)cc1	-2	-1	-2	2.4*	3
42	O=C(/C=C/Nc1ccc(F)cc1)c1cccs1	-12	-1	14	.	-7
43	COc1ccc(-n2c(SCC(=O)Nc3sc4c(c3C#N)CCCC4)nnc2-c2ccc(O)cc2)cc1	8	0	-7	0.7	0
44	O=C(COc1ccc2ccccc2c1)NNC(=O)[C@@H]1CCCC[C@@H]1C(=O)O	-5	-5	8	0.9	-7
45	c1ccc(CSc2nnc(-c3ccco3)n2Cc2ccco2)cc1	2	-3	-4	0.8	-2
46	O=C(Oc1ccccc1-c1nnco1)c1ccc(Cl)cc1	1	-7	3	1.1	1
47	CCOC(=O)Nc1ccc2c(c1)N(C(=O)CCN1CCN(CCO)CC1)c1ccccc1CC2	6	-26	-8	1.1	0
48	Cc1ccc(-c2cc(C(F)(F)F)n3ncc(C(=O)N4CCCc5ccccc54)c3n2)cc1	6	-8	-6	.	9

nr	Rev-RRE block	PLK1 PBD inh	CYP2C9 inh	Candida biofilm
37	14	-15	1	-1
38	-1	10	20	.
39	3	2	65*	8
40	12	1	10	.
41	2	10	-135	9
42	-1	-24	.	.
43	3	4	34	4
44	1	12	9	.
45	5	-18	22	8
46	8	-16	-14	8
47	0	-15	-14	7
48	16	2	.	-2

The list goes on; it opens with the 6 that closed the last part.
nr	SMILES	LYP inh 2	PLK1 inh	LYP act	CYP2C9 act	EphB4 ephrin blk
43	COc1ccc(-n2c(SCC(=O)Nc3sc4c(c3C#N)CCCC4)nnc2-c2ccc(O)cc2)cc1	8	0	-7	0.7	0
44	O=C(COc1ccc2ccccc2c1)NNC(=O)[C@@H]1CCCC[C@@H]1C(=O)O	-5	-5	8	0.9	-7
45	c1ccc(CSc2nnc(-c3ccco3)n2Cc2ccco2)cc1	2	-3	-4	0.8	-2
46	O=C(Oc1ccccc1-c1nnco1)c1ccc(Cl)cc1	1	-7	3	1.1	1
47	CCOC(=O)Nc1ccc2c(c1)N(C(=O)CCN1CCN(CCO)CC1)c1ccccc1CC2	6	-26	-8	1.1	0
48	Cc1ccc(-c2cc(C(F)(F)F)n3ncc(C(=O)N4CCCc5ccccc54)c3n2)cc1	6	-8	-6	.	9
49	CC1CC(N(C(=O)c2ccco2)c2ccccc2)c2ccccc2N1 (stereo not drawn)	5	0	-5	0	9
50	O=c1[nH]c(NCCO)nc2ncn(Cc3ccccc3)c12	3	1	-1	1.2	-3
51	COC(=O)c1ccc(S(=O)(=O)c2ccccc2)c(N)c1	-12	-15	13	0.3	-4
52	Cc1cccc(C(C)C)c1-n1nnnc1-c1ccccc1	5	0	-4	0.2	-2
53	OC(CN1CCCCC1)CN1CCCCC1	-4	-1	7	0.9	-4
54	COc1cccc(NC(=O)COc2ncnc3sc(C)c(C)c23)c1	5	10	-3	1	0
55	COCc1cc(C)nc2sc(C(=O)N3CCCC3)c(N)c12	2	-11	-3	0.8	-2

nr	Rev-RRE block	PLK1 PBD inh	CYP2C9 inh	Candida biofilm
43	3	4	34	4
44	1	12	9	.
45	5	-18	22	8
46	8	-16	-14	8
47	0	-15	-14	7
48	16	2	.	-2
49	8	-3	96*	-1
50	3	1	-15	2
51	8	-26	70*	2
52	8	-20	82*	5
53	2	14	8	3
54	10	-1	2	.
55	0	4	16	0
